# KDM4C inh: inhibitors of human demethylase GASC-1 KDM4C; inhibition, % at 12.5 µM; Q9H3R0; AID 720574; GST-KDM4C 2-372, H3K9me3 peptide, LANCE TR-FRET; 0.15% of 96,000 active;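 active means mean replicate inhibition above about 25%, with at least 55% of replicates also reaching it, limit read from the data, passing the limit was not always enough; inconclusive means only one of those two conditions met; inactive means neither condition met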
# Target sequence (Q9H3R0 2-372 limits assumed): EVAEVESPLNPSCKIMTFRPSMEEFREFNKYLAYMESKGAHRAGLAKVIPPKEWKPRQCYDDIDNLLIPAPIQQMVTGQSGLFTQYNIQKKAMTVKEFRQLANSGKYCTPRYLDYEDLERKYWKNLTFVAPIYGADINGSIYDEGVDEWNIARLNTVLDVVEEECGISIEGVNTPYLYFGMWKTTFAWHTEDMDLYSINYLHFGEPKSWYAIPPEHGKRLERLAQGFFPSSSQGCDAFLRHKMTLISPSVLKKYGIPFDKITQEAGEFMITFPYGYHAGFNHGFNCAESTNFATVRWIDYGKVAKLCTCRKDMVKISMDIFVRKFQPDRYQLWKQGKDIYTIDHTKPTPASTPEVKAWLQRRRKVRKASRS
#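 System: N-terminal GST-fused human GASC-1 (KDM4C) fragment, residues 2-372; amount: enzyme final amount 10 nM; incubation: reaction 30 min RT, detection step 1 h RT; medium: HEPES buffer, pH 7.5, plus ascorbate; technique: LANCE TR-FRET, Eu antibody, ULight-streptavidin, EDTA, ex 340 nm, em 618/671 nm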
# Tcruzi prolif: inhibitors of T. cruzi proliferation; T. cruzi beta-gal in NIH3T3, GalScreen luminescence, 90 h; 5.9% of 77,000 active; AID 624255; inhibition, % at 8.34 µM;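 active means mean inhibition above about 93%, with at least 55% of replicates each passing it, limit read from the data, passing the limit was not always enough; inconclusive means only one of those two conditions holds; inactive means neither condition holds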
# Pf Dd2 growth: P. falciparum Dd2 growth inhibition; SYBR Green, 72 h; hits give low values; AID 1159554; 2.3% of 94,000 active; activity change, % at 10 µM; in the data active means activity change below about -80%; inconclusive means no clear call, values can overlap the other calls
# C diff growth: blocks growth of Clostridium difficile; growth activity, negative = inhibition, % at 16 µg/mL (by protocol); 0.25% of 86,000 active; AID 1259249; Clostridium difficile clinical isolate growth, OD600, 24 h; hits give low values;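 active means mean growth activity at or below -80% and every replicate also at or below -80%; inconclusive means mean at or below -80% but some replicate above -80%; inactive means mean growth activity above -80%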;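 further: 0% = DMSO wells and -100% = levofloxacin 16 µg/mL wells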
# * marks the source's active call; other numbers are inactive results; u = inconclusive; x = not tested or not shown.
# Field names: A = KDM4C inh; B = Tcruzi prolif; C = Pf Dd2 growth; D = C diff growth
> Cc1noc(C)c1S(=O)(=O)Nc1ccc2c(c1)C(=O)N([C@H](C)CO)C[C@H](C)[C@@H](CN(C)C(=O)NC(C)C)OCCCC[C@H](C)O2
  A: 1.0	B: -72	C: 15	D: 2

> CCC(=O)N1CCC2(CC1)CN(S(C)(=O)=O)[C@@H](CO)c1c2c2ccc(OC)cc2n1C
  A: 1.5	B: x	C: 25	D: -6

> Cc1noc(C)c1S(=O)(=O)N(C)C[C@H]1Oc2c(NS(=O)(=O)c3cn(C)cn3)cccc2C(=O)N([C@@H](C)CO)C[C@H]1C
  A: 0.7	B: -25	C: -6	D: -2

> CCCNC(=O)N(C)C[C@@H]1Oc2cc(C#CCN(C)C)ccc2S(=O)(=O)N([C@@H](C)CO)C[C@@H]1C
  A: 0.9	B: 49	C: -19	D: -5

> CCCN(C)C[C@@H]1Oc2ncc(-c3ccc(F)cc3)cc2C(=O)N([C@H](C)CO)C[C@@H]1C
  A: 0.4	B: -30	C: -52	D: 11

> Cc1ccc(S(=O)(=O)Nc2ccc3c(c2)C(=O)N([C@H](C)CO)C[C@@H](C)[C@@H](CN(C)S(=O)(=O)c2cn(C)cn2)O3)cc1
  A: 2.7	B: -2	C: 28	D: 6

> C[C@H](CO)N1C[C@H](C)[C@H](CN(C)C(=O)Nc2ccc3c(c2)OCO3)Oc2ccc(NC(=O)NC3CCCCC3)cc2CC1=O
  A: -0.6	B: 0	C: -3	D: -7

> C[C@H](O)C#Cc1cnc2c(c1)C(=O)N([C@H](C)CO)C[C@@H](C)[C@H](CN(C)C(=O)CC1CC1)O2
  A: -0.7	B: 18	C: x	D: -3

> C[C@H](NC(=O)C[C@H]1C[C@H]2c3cc(NC(=O)C4CCOCC4)ccc3O[C@H]2[C@@H](CO)O1)c1ccccc1
  A: -1.9	B: -2	C: 23	D: x

> COCC(=O)N(C)C[C@@H]1Oc2cc(C#CCC(C)C)ccc2S(=O)(=O)N([C@H](C)CO)C[C@H]1C
  A: -0.4	B: 31	C: -18	D: -2

> COc1ccc(C#Cc2ccc3c(c2)[C@H]2[C@H](CCN2Cc2nccs2)[C@@H](CO)N3)cc1
  A: 0.5	B: x	C: u	D: -4

> C[C@H](CO)N1C[C@H](C)[C@@H](CN(C)C(=O)Cc2ccccn2)Oc2ncc(-c3cccc(C(=O)N(C)C)c3)cc2C1=O
  A: -2.6	B: 6	C: -1	D: 4

> COc1ccc(S(=O)(=O)Nc2ccc3c(c2)C(=O)N([C@@H](C)CO)C[C@@H](C)[C@@H](CN(C)C(=O)Nc2ccc(C(F)(F)F)cc2)OCCCC[C@H](C)O3)cc1
  A: -1.3	B: 74	C: -87*	D: 9

> CNC[C@H]1OCCCC[C@H](C)Oc2ccc(NS(=O)(=O)c3cn(C)cn3)cc2C(=O)N([C@H](C)CO)C[C@@H]1C
  A: 1.4	B: 27	C: 29	D: 6

> COc1ccc(C#Cc2ccc3c(c2)O[C@@H](CN(C)C(=O)NC2CCCCC2)[C@H](C)CN([C@@H](C)CO)S3(=O)=O)cc1
  A: -4.1	B: u	C: -67	D: -10

> Cc1noc(C)c1NC(=O)Nc1ccc2c(c1)C(=O)N([C@H](C)CO)C[C@H](C)[C@H](CN(C)C(=O)Nc1ccc(C(F)(F)F)cc1)OCCCC[C@H](C)O2
  A: 7.3	B: 92	C: -11	D: -2

> C[C@H](O)C#Cc1cnc2c(c1)C(=O)N([C@@H](C)CO)C[C@H](C)[C@@H](CN(C)C(=O)CN(C)C)O2
  A: 1.4	B: 25	C: 45	D: -4

> C[C@@H]1CCCCO[C@@H](CN(C)C)[C@@H](C)CN([C@H](C)CO)C(=O)c2cc(NC(=O)Nc3cccc4ccccc34)ccc2O1
  A: 1.2	B: 8	C: -15	D: 6

> C[C@@H]1CN([C@@H](C)CO)C(=O)Cc2cc(NS(=O)(=O)c3cn(C)cn3)ccc2O[C@@H]1CN(C)S(=O)(=O)c1cn(C)cn1
  A: 0.9	B: -1	C: 2	D: -2

> CCCC#Cc1cnc2c(c1)C(=O)N([C@H](C)CO)C[C@H](C)[C@@H](CN(C)C(=O)c1cnccn1)O2
  A: 1.7	B: -31	C: -6	D: 4

> C[C@H]1CCCCO[C@@H](CN(C)C(=O)Nc2ccc(C(F)(F)F)cc2)[C@@H](C)CN([C@@H](C)CO)C(=O)c2cc(NS(=O)(=O)c3cn(C)cn3)ccc2O1
  A: -2.5	B: 31	C: -43	D: 23

> COc1ccc(S(=O)(=O)N(C)C[C@H]2Oc3ccc(NC(=O)Nc4c(C)noc4C)cc3C(=O)N([C@@H](C)CO)C[C@H]2C)cc1
  A: 0.1	B: 26	C: 5	D: -6

> CO[C@@H]1CN(C)C(=O)c2ccc(NC(=O)c3cnccn3)cc2OC[C@@H](C)N(C(=O)c2cnccn2)C[C@H]1C
  A: 1.7	B: x	C: 24	D: x

> COc1ccc2c3c([nH]c2c1)[C@@H](CO)N(S(C)(=O)=O)CC31CCN(C(=O)c2ccccc2)CC1
  A: 0.4	B: x	C: -22	D: -1

> Cc1ccc(S(=O)(=O)Nc2ccc3c(c2)C(=O)N([C@@H](C)CO)C[C@@H](C)[C@H](CN(C)S(=O)(=O)c2c(C)noc2C)OCCCC[C@H](C)O3)cc1
  A: 0.4	B: -10	C: -25	D: 1

> C[C@@H]1CN([C@H](C)CO)C(=O)Cc2cc(NC(=O)NC3CCCCC3)ccc2O[C@H]1CN(C)S(=O)(=O)c1cccs1
  A: 0.0	B: -44	C: -27	D: -6

> CCCN1[C@H](C(=O)OC)[C@@H](CO)[C@@H]2Cn3c(ccc(-c4cccnc4)c3=O)[C@@H]21
  A: 3.9	B: x	C: -4	D: -7

> C[C@@H]1CN([C@H](C)CO)C(=O)c2cc(NS(C)(=O)=O)ccc2O[C@@H](C)CCCCO[C@H]1CN(C)C(=O)Nc1ccc(F)cc1
  A: 2.8	B: 19	C: 41	D: 1

> C[C@H](CO)N1C[C@H](C)[C@H](CN(C)C)Oc2ncc(Br)cc2C1=O
  A: 5.2	B: 7	C: u	D: 1

> O=C(C[C@H]1C[C@@H]2c3cc(NC(=O)C4CCOCC4)ccc3O[C@@H]2[C@@H](CO)O1)NCc1cc(F)ccc1F
  A: 0.2	B: -48	C: 9	D: 0

> C[C@@H]1CN([C@@H](C)CO)S(=O)(=O)c2ccc(-c3cccnc3)cc2O[C@H]1CN(C)C(=O)C1CCC1
  A: 0.5	B: -1	C: -24	D: 0

> O=C(C1CCCC1)N1CCCCN2[C@H](C1)[C@@H](c1ccc(-c3cccc(F)c3)cc1)[C@@H]2CO
  A: x	B: 93	C: 22	D: 34

> Cc1cc(C(=O)Nc2cccc3c2O[C@H](CN(C)S(=O)(=O)c2cn(C)cn2)[C@@H](C)CN([C@H](C)CO)C3=O)n(C)n1
  A: 0.5	B: 83	C: 10	D: x

> CNC[C@H]1Oc2cc(-c3ccccc3F)ccc2S(=O)(=O)N([C@H](C)CO)C[C@@H]1C
  A: -1.0	B: x	C: -58	D: 0

> C[C@@H]1CN([C@H](C)CO)C(=O)c2cc(NC(=O)c3ccccc3)ccc2O[C@@H](C)CCCCO[C@H]1CN(C)S(=O)(=O)c1ccccc1
  A: -1.2	B: -20	C: -71	D: x

> C[C@@H]1CN([C@@H](C)CO)C(=O)c2cc(C#CCN(C)C)cnc2O[C@@H]1CN(C)Cc1ccncc1
  A: 15	B: -7	C: 42	D: 5

> CCS(=O)(=O)Nc1ccc2c(c1)C(=O)N(C)[C@H]1CC[C@@H](CC(=O)N3CCCCC3)O[C@H]1CO2
  A: -0.2	B: 43	C: 27	D: 6

> Cc1ccc(S(=O)(=O)Nc2ccc3c(c2)CC(=O)N([C@H](C)CO)C[C@@H](C)[C@@H](CN(C)S(=O)(=O)c2ccccc2)O3)cc1
  A: 0.4	B: 59	C: 16	D: -3

> CC(C)NC(=O)Nc1ccc2c(c1)C(=O)N(C)[C@@H]1CC[C@H](CC(=O)NCc3ccc(F)cc3)O[C@H]1CO2
  A: 0.6	B: -9	C: x	D: -8

> CN1c2ccc(-c3cccc(F)c3)cc2[C@H]2[C@H](CCN2C(=O)C2CCC2)[C@H]1CO
  A: -4.0	B: x	C: -4	D: 60

> Cc1ccc(S(=O)(=O)Nc2ccc3c(c2)CC(=O)N([C@H](C)CO)C[C@@H](C)[C@@H](CN(C)Cc2ccc(C(=O)O)cc2)O3)cc1
  A: 1.4	B: 1	C: 29	D: x

> C[C@@H]1CCCCO[C@H](CN(C)C(=O)C2CCCCC2)[C@H](C)CN([C@@H](C)CO)C(=O)c2cc(NC(=O)Nc3ccc(F)cc3)ccc2O1
  A: 1.0	B: 56	C: -48	D: -8

> CO[C@H]1CN(C)C(=O)c2cc(NS(C)(=O)=O)ccc2OC[C@H](C)N(C(=O)C2CCCCC2)C[C@@H]1C
  A: 4.6	B: 63	C: x	D: x

> Cc1ccc(CN2CC(=O)N3[C@H](C2)[C@@H](c2ccc(-c4ccccc4F)cc2)[C@@H]3CO)cc1
  A: -3.8	B: x	C: -8	D: 8

> C[C@@H]1CN([C@@H](C)CO)S(=O)(=O)c2ccc(C3=CCCC3)cc2O[C@H]1CN(C)C(=O)Cc1ccncc1
  A: -1.2	B: 98*	C: -66	D: -1

> COc1cccc(CN2CCC3(CC2)CN(S(C)(=O)=O)[C@@H](CO)c2[nH]c4cc(OC)ccc4c23)c1
  A: -0.2	B: x	C: u	D: -9

> CCc1csc(N2[C@H](CO)[C@H](c3ccc(-c4ccc(F)cc4)cc3)[C@@H]2C#N)n1
  A: -3.6	B: 98*	C: -2	D: 5

> CCCNC(=O)N1CCC2(CC1)CN(Cc1cccc(OC)c1)[C@H](CO)c1[nH]c3cc(OC)ccc3c12
  A: -0.8	B: x	C: -74	D: 2

> COc1ccc(C#Cc2ccc3c(c2)O[C@@H](CN(C)C(=O)Nc2cccc(OC)c2)[C@@H](C)CN([C@H](C)CO)S3(=O)=O)cc1
  A: -8.7	B: 53	C: -89*	D: x

> C[C@@H]1CN([C@H](C)CO)C(=O)c2cc(-c3cccnc3)cnc2O[C@@H]1CN(C)Cc1ccc(Oc2ccccc2)cc1
  A: 4.8	B: 37	C: -12	D: -2

> C[C@@H]1CN([C@@H](C)CO)C(=O)c2cc(N(C)C)ccc2O[C@@H](C)CCCCO[C@@H]1CN(C)S(=O)(=O)c1cn(C)cn1
  A: 5.5	B: 17	C: -1	D: -1

> O=C(NC[C@H]1CC[C@H]2[C@H](CN2Cc2cccc(Cl)c2)O1)C1CCOCC1
  A: x	B: x	C: 20	D: -3

# Screening results as filed in PubChem.
